# Assay outcomes from PubChem.
# GoLoco inh red: inhibitors of human Gai1-RGS12 GoLoco interaction (red fluorophore). P63096. Gai1:RGS12 GoLoco peptide FP, rhodamine, 10 min. Potency, µM (doses to about 61.6 µM), inactives show top-dose activity, negative = inhibition, most hits filed as inhibitors. hit rate 0.44% among 230,000; active = well fitted inhibition curve with a large enough effect, not every such curve was filed as active; inactive = no such curve, though single readings can be large or run the other way; note: nearly all actives have a fitted effect of over 30% in size; many of its hits are not listed in these tables
# TR SRC2 fluor cs: Texas Red fluorescence interference in TRb-SRC2 counter-screen | TRb/SRC2 Texas Red total fluorescence interference | Potency, µM (doses to about 106 µM), for the others: at the top dose fluorescence change, negative = quenching | hit rate 0.29% among 280,000; active = well fitted curve in either direction with a large enough effect; inconclusive = small, poorly fitted or top-dose-only effect
#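 Human TRb ligand-binding domain at 0.6 uM with 20 nM Texas Red SRC2 peptide in Tris buffer containing 1 uM T3 and 5% DMSO, incubated with compound 5 h at ambient temperature. Total fluorescence (555/632 nm) calculated as parallel + 2 × perpendicular.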
# RECQ1 inh: inhibitors of human RECQ1 DNA helicase | P46063 | RECQ1 DNA unwinding, red fluorescence kinetic read | Potency, µM (highest dose often 57.3 µM), inactives show at the top dose activity, negative = inhibition, usual class: inhibitors | hit rate 0.54% among 240,000 | AID 2549;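 note: plate controls were vehicle for no effect and no enzyme for full effect; nearly all actives have a fitted effect of over 30% in size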
#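 RECQ1T1 50 nM; forked duplex (20 bp + 30-nt ss tails) 200 nM, ATP 2 mM final; pH 8.0, 2 mM MgCl2, 2.5 ug/ml poly(dI-dC); 15 min compound preincubation; discontinuous kinetic read over 2 h at RT.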
# Tau FP inhib: tau fibrillization inhibition (FP). K18 P301L tau heparin fibrillization, Alexa594 FP, 6 h. Potency, µM (titrated, usually from 57.7 µM), for the others: top-dose activity, negative = inhibition, hits mostly inhibitors. hit rate 0.39% among 280,000; note: nearly all actives have a fitted effect of over 55% in size
#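 Steps: dispense K18 P301L tau (15 uM plus 0.24 uM Alexa 594 tracer, final) in pH 7 sodium acetate; add compound; add heparin (20 uM final); incubate 6 hr, 37 C; add ThT (30 uM final); after 1 hr ambient, read FP.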
# TRb SRC2 PPI: inhibitors of human thyroid hormone receptor beta-SRC2 interaction; P10828; TRbeta-SRC2 peptide binding, fluorescence polarization; receptor liganded with 1 µM T3; Potency, µM (doses to about 106 µM), for inactives: at the top dose activity change, negative = inhibition, usual class: inhibitors; hit rate 0.065% among 280,000; AID 1469;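 note: plate controls were bound peptide for no effect and peptide without receptor for full effect; nearly all actives have a fitted effect of over 50% in size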
# Target sequence (P10828 whole entry, looked up): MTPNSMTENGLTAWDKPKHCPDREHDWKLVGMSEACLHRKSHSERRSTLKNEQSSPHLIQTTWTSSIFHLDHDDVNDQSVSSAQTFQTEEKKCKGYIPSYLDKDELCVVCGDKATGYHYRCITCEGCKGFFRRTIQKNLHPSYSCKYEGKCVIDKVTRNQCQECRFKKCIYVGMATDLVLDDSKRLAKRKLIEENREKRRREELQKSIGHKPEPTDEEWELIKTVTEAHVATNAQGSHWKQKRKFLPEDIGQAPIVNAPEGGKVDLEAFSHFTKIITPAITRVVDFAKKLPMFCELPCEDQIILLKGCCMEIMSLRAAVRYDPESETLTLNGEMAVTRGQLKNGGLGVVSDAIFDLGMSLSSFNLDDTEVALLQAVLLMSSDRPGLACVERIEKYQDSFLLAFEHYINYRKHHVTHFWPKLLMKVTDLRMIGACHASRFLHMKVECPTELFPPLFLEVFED
#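 Quantitative HTS by FP: 0.6 uM TRb LBD, 20 nM labeled SRC2 20-mer, 1 uM T3, 5% DMSO; 5 hr ambient incubation; % activity per concentration and potencies from concentration series.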
# Tau fibril ThT: inhibitors of human tau fibril formation, thioflavin T binding. recombinant tau K18 P301L (four-repeat tau fragment), heparin-induced fibrillization, ThT fluorescence. Potency, µM (highest dose often 57.4 µM), without a hit: top-dose activity, negative = inhibition, usual class: inhibitors. hit rate 2.1% among 270,000; note: nearly all actives have a fitted effect of over 55% in size
#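 Recombinant human tau K18 fragment […] carrying P301L, 15 uM unlabeled plus 0.24 uM Alexa 594-labeled, was fibrillized with 20 uM heparin in 100 mM sodium acetate pH 7 for 6 hr at 37 C; 30 uM ThT fluorescence read after 1 hr.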
# L3MBTL1 block: blocks human L3MBTL1 | Q9Y468 | AlphaScreen L3MBTL1–H3K9me1 peptide binding | Potency, µM (titrated, usually from 57.1 µM), for inactives: top-dose activity, negative = inhibition, actives largely listed as inhibitors | hit rate 0.66% among 230,000 | AID 485360; note: nearly all actives have a fitted effect of over 60% in size
#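 First, the protein-peptide complex forms for 30 min at room temperature (L3MBTL1 50 nM, biotinylated H3K9me1 peptide 75 nM). Next, compounds are pin-transferred and incubated 30 min. Finally, AlphaScreen beads are added and read after 30 min.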
# KDM4E inh: inhibitors of human JMJD2E histone demethylase; JMJD2E catalytic domain, FDH-coupled NADH fluorescence (FDH is formaldehyde dehydrogenase); hit rate 1.6% among 230,000; Potency, µM (highest dose often 57.1 µM), for inactives: at the highest dose activity change, negative = inhibition, actives largely listed as inhibitors; B2RXH2; active = well fitted inhibition curve with a large enough effect, not every such curve was filed as active; inconclusive = small, poorly fitted or top-dose-only effect, or another doubt; inactive = no such curve, though single readings can be large or run the other way;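 note: 0% = wells with enzyme and -100% = buffer wells without enzyme; nearly all actives have a fitted effect of over 50% in size; many of its hits are not listed in these tables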
# Target sequence (B2RXH2 1-337 limits assumed): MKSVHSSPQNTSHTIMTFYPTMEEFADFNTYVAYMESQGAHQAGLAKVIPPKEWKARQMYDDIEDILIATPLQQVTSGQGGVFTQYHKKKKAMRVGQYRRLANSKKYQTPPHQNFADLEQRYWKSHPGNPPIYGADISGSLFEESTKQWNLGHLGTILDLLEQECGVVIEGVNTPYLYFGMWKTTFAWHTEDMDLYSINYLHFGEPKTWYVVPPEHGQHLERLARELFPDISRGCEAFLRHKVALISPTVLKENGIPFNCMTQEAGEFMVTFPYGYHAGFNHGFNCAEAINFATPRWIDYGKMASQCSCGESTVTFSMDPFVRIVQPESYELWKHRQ
# The depositor's hits bear a star; i = inactive; ? = inconclusive; / = not tested or not shown; & = joins results of further samples; [ ] = dose if it differs, or a comment. Unless noted, calls come from the whole dose curve; as a rule, active = well fitted curve in the direction sought with a large enough effect; inconclusive = small, poorly fitted or top-dose-only effect, or another doubt; inactive = no such curve, though single readings can be large; an effect the other way counts as inactive or inconclusive. Unless noted, % is set by controls: 0 for no effect and ±100 for the full control effect; potency is the fitted concentration of half-maximal effect.
# Screens by letter – A = GoLoco inh red; B = TR SRC2 fluor cs; C = RECQ1 inh; D = Tau FP inhib; E = TRb SRC2 PPI; F = Tau fibril ThT; G = L3MBTL1 block; H = KDM4E inh
Molecule: C=CCN1C(=O)C(Cc2cccc(Cl)c2)SC1=Nc1ccc(C(=O)O)cc1 (centres undefined)
  A = 3.6%	B = 0.2%	C = 0.1%	D = -10.5%	E = -5.3%	F = ?	G = /	H = 0.2%

Molecule: CCOc1ccccc1-c1nc(-c2ccc(NC(=O)Cc3ccccc3OC)cc2)no1
  A = 4.8%	B = 1.0%	C = -4.2%	D = ?	E = -19.2%	F = 6.1%	G = 1.5%	H = ?

Molecule: COCCCNC(=O)CCc1nc2cccnc2n1Cc1ccc(OC)cc1
  A = 6.0%	B = -0.7%	C = i	D = -1.0%	E = -11.9%	F = 6.9%	G = 2.5%	H = -5.8%

Molecule: CCCCCCCC(=O)NC1=NC(=O)C(C)(C)S1
  A = -4.9%	B = -1.6%	C = 0.0%	D = 3.6%	E = 4.3%	F = -4.0%	G = 4.9%	H = 1.3%

Molecule: CC1CC(N(C(=O)c2ccco2)c2ccccc2)c2ccccc2N1C(=O)c1ccco1 (centres undefined)
  A = 5.4%	B = -1.4%	C = -3.0%	D = 9.3%	E = 0.8%	F = -6.2%	G = /	H = 0.5%

Molecule: O=C(COC(=O)CNC(=O)c1ccc(Br)cc1)NCCC1=CCCCC1
  A = -0.3%	B = 1.8%	C = -3.9%	D = 8.8%	E = 2.4%	F = -7.9%	G = 11.5%	H = 10.3%

Molecule: COc1ccc(CNC(=O)CCNS(=O)(=O)c2ccc(C)cc2)cc1
  A = 15.3%	B = -1.1%	C = i	D = -5.5%	E = 1.2%	F = -5.8%	G = /	H = 13.6%

Molecule: CC(=O)N1CCCC1c1nc2ccccc2n1Cc1cccc(C)c1 (centres undefined)
  A = /	B = -2.5%	C = /	D = -4.6%	E = -1.4%	F = 5.1%	G = /	H = /

Molecule: COc1cc(NC(=O)COC(=O)c2n[nH]c3ccccc23)c(C)cc1[N+](=O)[O-]
  A = 21.7%	B = 2.3%	C = i	D = 13.2%	E = 3.4%	F = ?	G = -4.3%[11.4 µM]	H = 10.2%

Molecule: Cc1ccc(N2C(N)=C(C#N)C(c3cc(CN4CCOCC4)cs3)C3=C2CC(C)(C)CC3=O)cc1 (centres undefined)
  A = 2.9%	B = -0.5%	C = -1.7%	D = -3.3%	E = 3.1%	F = ?	G = /	H = -2.4%

# Screens by letter – A = GoLoco inh red; B = TR SRC2 fluor cs; C = RECQ1 inh; D = Tau FP inhib; E = TRb SRC2 PPI; F = Tau fibril ThT; G = L3MBTL1 block; H = KDM4E inh
Molecule: CC(=O)C1=C(O)C(=O)N(CCCn2ccnc2)C1c1ccc(Cl)cc1 (centres undefined)
  A = 11.4%	B = 0.0%	C = i	D = 2.9%	E = -10.4%	F = 0.8%	G = 11.2%	H = 22.7%

Molecule: CCC(=O)N1CCc2cc(Br)cc(S(=O)(=O)CCC(=O)NCC3CCCO3)c21 (centres undefined)
  A = 11.9%	B = 0.0%	C = -3.4%	D = 2.1%	E = -9.6%	F = 6.0%	G = -1.6%	H = -0.8%

Molecule: Cc1[nH]nc(N=CC2=C(O)CC(c3ccco3)CC2=O)c1-c1ccc(Cl)cc1 (centres undefined)
  A = 10.6%	B = -3.1%	C = i	D = -1.0%	E = -11.8%	F = -9.5%	G = /	H = 1.3%

Molecule: CN(C(=O)CSc1ccccc1C(=O)O)C1CCCCC1
  A = 3.5%	B = -2.4%	C = -2.4%	D = 3.0%	E = 3.7%	F = -14.0%	G = /	H = 3.6%

Molecule: O=C(Nc1nnc(-c2cccs2)o1)c1cc(-c2ccccc2)nc2ccccc12
  A = 4.6%	B = -1.0%	C = i	D = 1.4%	E = 13.4%	F = -4.5%	G = 9.4%	H = ?

Molecule: O=C1C=C(O)c2ccccc2C1=O
  A = 0.1%&2.5%	B = -3.7%&-7.8%	C = 2.2%&-1.5%	D = ?	E = -1.1%&-2.6%	F = ?	G = /	H = ?

Molecule: CCNC(=O)Oc1ccc[nH]c1=O
  A = -9.2%	B = -7.7%	C = -1.2%	D = ?	E = ?	F = ?	G = 41.8%[activator]	H = ?

Molecule: COc1cc(C(=O)NCc2ccc3[nH]c(C)cc3c2)cc(OC)c1OC
  A = 4.8%	B = -0.1%	C = i	D = 10.3%	E = -4.8%	F = -2.9%	G = -0.7%	H = 4.9%

Molecule: Cc1cccc(CNC(=O)c2cnc3sc(N4CCCCC4)nn3c2=O)c1
  A = /	B = 1.3%	C = /	D = -13.0%	E = -9.1%	F = ?	G = /	H = /

Molecule: COCCNc1ccc(N2C(=O)C3CCCCC3C2=O)cc1[N+](=O)[O-] (centres undefined)
  A = 5.3%	B = 0.4%	C = i	D = -6.6%	E = 0.5%	F = 2.7%	G = /	H = -4.0%

Molecule: Cc1cc(Nc2ccccc2)nc(NCc2ccccc2)n1
  A = 6.3%	B = -3.7%	C = -13.7%	D = ?	E = 0.9%	F = -10.2%	G = 4.8%	H = ?

Molecule: CCN(CC)CCCNC(=O)Cn1nc(C)n2c(cc3sccc32)c1=O
  A = /	B = -35.0%	C = /	D = 8.3%	E = -3.1%	F = 11.0%	G = /	H = /

# 3 entries out of the list, sorted by SMILES length, lowest first.
# Screens by letter – A = GoLoco inh red; B = TR SRC2 fluor cs; C = RECQ1 inh; D = Tau FP inhib; E = TRb SRC2 PPI; F = Tau fibril ThT; G = L3MBTL1 block; H = KDM4E inh
Molecule: Cc1cc(Nc2ccccc2)nc(NCc2ccccc2)n1
  A = 6.3%	B = -3.7%	C = -13.7%	D = ?	E = 0.9%	F = -10.2%	G = 4.8%	H = ?

Molecule: CN(C(=O)CSc1ccccc1C(=O)O)C1CCCCC1
  A = 3.5%	B = -2.4%	C = -2.4%	D = 3.0%	E = 3.7%	F = -14.0%	G = /	H = 3.6%

Molecule: Cc1[nH]nc(N=CC2=C(O)CC(c3ccco3)CC2=O)c1-c1ccc(Cl)cc1 (centres undefined)
  A = 10.6%	B = -3.1%	C = i	D = -1.0%	E = -11.8%	F = -9.5%	G = /	H = 1.3%

# Of the compounds above, these have an aryl methoxy group:
# Screens by letter – A = GoLoco inh red; B = TR SRC2 fluor cs; C = RECQ1 inh; D = Tau FP inhib; E = TRb SRC2 PPI; F = Tau fibril ThT; G = L3MBTL1 block; H = KDM4E inh
Molecule: CCOc1ccccc1-c1nc(-c2ccc(NC(=O)Cc3ccccc3OC)cc2)no1
  A = 4.8%	B = 1.0%	C = -4.2%	D = ?	E = -19.2%	F = 6.1%	G = 1.5%	H = ?

Molecule: COCCCNC(=O)CCc1nc2cccnc2n1Cc1ccc(OC)cc1
  A = 6.0%	B = -0.7%	C = i	D = -1.0%	E = -11.9%	F = 6.9%	G = 2.5%	H = -5.8%

Molecule: COc1ccc(CNC(=O)CCNS(=O)(=O)c2ccc(C)cc2)cc1
  A = 15.3%	B = -1.1%	C = i	D = -5.5%	E = 1.2%	F = -5.8%	G = /	H = 13.6%

Molecule: COc1cc(NC(=O)COC(=O)c2n[nH]c3ccccc23)c(C)cc1[N+](=O)[O-]
  A = 21.7%	B = 2.3%	C = i	D = 13.2%	E = 3.4%	F = ?	G = -4.3%[11.4 µM]	H = 10.2%

Molecule: COc1cc(C(=O)NCc2ccc3[nH]c(C)cc3c2)cc(OC)c1OC
  A = 4.8%	B = -0.1%	C = i	D = 10.3%	E = -4.8%	F = -2.9%	G = -0.7%	H = 4.9%

# An excerpt (hit frequency here may not be typical).
